# p53null 39C kill = qHTS Screen for Compounds that Selectively Target Cancer Cells with p53 Mutations: Cytotoxicity of p53 Null Cells at the Nonpermissive Temperature | H1299 p53-null (neo) cells, 39C, ATPlite viability, 24 h | Potency, µM (highest dose often 46.1 µM), for inactives: top-dose activity, negative = cell killing, most hits filed as cytotoxic | actives 0.97% (n = 55,000) | AID 904, 2007;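 note: potency is the fitted concentration of half-maximal effect; 0% = DMSO only and -100% = full killing by 100 µM tamoxifen; nearly all actives have a fitted effect of over 50% in size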
#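 H1299 lung cancer cells, p53-null (H1299-neo) or expressing p53 A138V (H1299-p53A138V), were plated overnight at 37C, then exposed to compounds at up to 46 uM for 24 hr at 39C. Viability was read by ATP-based luminescence.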
# FH mod = Identification of activators of human fumarate hydratase by quantitative high-throughput screening; actives 0.22% (n = 54,000); Potency, µM (doses to about 79.9 µM), inactives show at the top dose activity change, negative = inhibition, usual class: inhibitors; FH coupled MDH/diaphorase resazurin fluorescence, 15 min; Fumarate hydratase, mitochondrial (Homo sapiens), P07954; note: potency is the fitted concentration of half-maximal effect; % is set by controls: 0 for no effect and ±100 for the full control effect; the screen sought activators but most active calls are inhibition curves; nearly all actives have a fitted effect of over 45% in size
# B2AR arrestin ag = qHTS assay of beta-arrestin-biased ligands of beta2-adrenergic receptor: NCGC Sytravon Library Screen; HTLA Tango cells, beta-arrestin recruitment, luciferase luminescence, 18 h; Potency, µM (titrated, usually from 46.1 µM), inactives show top-dose activation, usual class: activators; 44,000 tested, under 10 active; AID 1347077, 2019; Beta-2 adrenergic receptor (Homo sapiens), P07550;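 note: potency is the fitted concentration of half-maximal effect; 0% = DMSO and full agonism = EC100 isoproterenol or metaproterenol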
# Target sequence (P07550 whole entry, looked up): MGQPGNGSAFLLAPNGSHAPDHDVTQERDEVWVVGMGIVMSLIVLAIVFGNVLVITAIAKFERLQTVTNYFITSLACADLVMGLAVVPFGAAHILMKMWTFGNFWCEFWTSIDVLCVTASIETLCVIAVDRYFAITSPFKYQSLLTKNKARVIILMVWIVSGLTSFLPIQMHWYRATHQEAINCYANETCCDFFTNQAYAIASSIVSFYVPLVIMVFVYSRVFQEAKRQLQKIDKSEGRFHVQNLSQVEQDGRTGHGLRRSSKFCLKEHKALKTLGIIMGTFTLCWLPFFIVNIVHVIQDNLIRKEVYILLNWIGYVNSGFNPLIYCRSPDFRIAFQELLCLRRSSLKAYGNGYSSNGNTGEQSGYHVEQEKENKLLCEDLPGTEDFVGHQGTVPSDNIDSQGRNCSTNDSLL
#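 Ligand-induced beta-arrestin recruitment to recombinant beta2-AR is measured via a tTA-driven luciferase reporter in Tango cells after 18 hr compound exposure at 37 degrees C. Concentrations span up to 46 microM.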
# p53null 32C kill = qHTS Screen for Compounds that Selectively Target Cancer Cells with p53 Mutations: Cytotoxicity of p53 Null Cells at the Permissive Temperature; Potency, µM (titrated, usually from 46.1 µM), for inactives: top-dose activity change, negative = cytotoxicity, usual class: cytotoxic; AID 903, 2007; H1299-neo p53 null cells, ATP luminescence, 24 h, 32C; actives 0.62% (n = 55,000);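 note: potency is the fitted concentration of half-maximal effect; 0% = DMSO only and -100% = full killing by 100 µM tamoxifen; nearly all actives have a fitted effect of over 55% in size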
#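 H1299-neo (p53-null) cells, 600/well, were pre-incubated overnight at 37C, then exposed to compounds at up to 46 uM for 24 hr at 32C. Viability was measured as ATP content by luminescence, and AC50 values came from Hill fits.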
# GALK inhibitor = qHTS Assay for Inhibitors of Human Galactokinase (GALK): NCGC Sytravon Library Screen. P51570. recombinant GALK, Kinase-Glo ATP luminescence, 1 h. Potency, µM (doses to about 57.5 µM), for inactives: top-dose activity, negative = inhibition, actives largely listed as inhibitors. 44,000 tested, under 10 active. AID 1347072, 2019;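 note: plate controls were full GALK reaction for no effect and reaction lacking GALK for full effect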
# Target sequence (P51570 whole entry, looked up): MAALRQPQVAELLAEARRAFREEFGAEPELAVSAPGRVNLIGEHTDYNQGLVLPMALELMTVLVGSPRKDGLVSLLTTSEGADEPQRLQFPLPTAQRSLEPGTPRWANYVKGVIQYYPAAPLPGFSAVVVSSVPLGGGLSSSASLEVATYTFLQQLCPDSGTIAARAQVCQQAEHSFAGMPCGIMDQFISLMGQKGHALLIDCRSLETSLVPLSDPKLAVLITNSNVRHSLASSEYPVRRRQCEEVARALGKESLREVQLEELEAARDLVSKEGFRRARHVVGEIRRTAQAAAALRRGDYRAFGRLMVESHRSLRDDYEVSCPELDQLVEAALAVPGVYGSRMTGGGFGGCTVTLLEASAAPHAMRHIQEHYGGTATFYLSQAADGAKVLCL
#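 5 nM GALK with 35 µM ATP and 100 µM galactose in HEPES pH 8.0, MgCl2, NaCl, DTT, BSA; 1 h RT reaction, remaining ATP detected by Kinase-Glo Plus luminescence after 10 min; qHTS concentration series.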
# NTMT1 inhibitor = Primary qHTS for Inhibitors of N-terminal methyltransferase 1 (NTMT1): MTaseGlo Assay; NTMT1 MTase-Glo SAH luminescence, purified enzyme; Potency, µM (highest dose often 114 µM), without a hit: at the top dose activity change, negative = inhibition, actives largely listed as inhibitors; actives 2.5% (n = 59,000); AID 1645870, 2021;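 note: potency is the fitted concentration of half-maximal effect; plate controls were DMSO vehicle for no effect and no enzyme for full effect; nearly all actives have a fitted effect of over 65% in size; many of its hits are not listed in these tables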
# Target sequence (Q9BV86 whole entry, looked up): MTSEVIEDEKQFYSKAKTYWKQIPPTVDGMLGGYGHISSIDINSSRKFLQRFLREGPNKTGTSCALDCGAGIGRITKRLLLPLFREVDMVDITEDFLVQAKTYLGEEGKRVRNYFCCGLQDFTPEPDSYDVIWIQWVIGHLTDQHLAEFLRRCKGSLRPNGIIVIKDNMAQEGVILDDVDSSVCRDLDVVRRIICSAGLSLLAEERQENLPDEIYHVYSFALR
# TSG101-PTAP inh = qHTS Validation Assay for Inhibitors of HIV-1 Budding by Blocking the Interaction of PTAP/TSG101: Sytravon Library Screen; Fluorescence polarization, FITC-PTAP peptide/Tsg101, 20 min; Potency, µM (doses to about 115 µM), for the others: at the highest dose activity change, negative = inhibition, hits mostly inhibitors; 44,000 tested, under 10 active; note: potency is the fitted concentration of half-maximal effect; 0% is about no effect
#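 Steps: Tsg101 binding domain (10 uM final) in HEPES pH 7.5/NaCl/Tween 20/EDTA/TCEP; add compound; add FITC-PTAP peptide (50 nM final); incubate 20 min r.t.; read polarization.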
# * marks the source's active call; other numbers are inactive results; u = inconclusive; x = no result given; [ ] = remark or other dose. Calls come from the whole dose curve; as a rule, active = well fitted curve in the direction sought with a large enough effect; inconclusive = small, poorly fitted or top-dose-only effect, or another doubt; inactive = no such curve, though single readings can be large; an effect the other way counts as inactive or inconclusive. This is a subset; the hit share may differ from the screen's.
SMILES,p53null 39C kill,FH mod,B2AR arrestin ag,p53null 32C kill,GALK inhibitor,NTMT1 inhibitor,TSG101-PTAP inh
CCc1nn2c(=O)cc(COC(=O)c3ccccc3NC(=O)COc3ccccc3C)nc2s1,13.9%,-8.4%,-0.6%,-4.0%,-1.5%,6.0%,-0.7%
CC(=O)Nc1ccc(C(=O)CSc2nnc3cc(C)c4ccccc4n23)cc1,8.5%,-10.5%,-1.5%,0.1%,-6.6%,7.2%,u
COCCCNC(=O)c1cc2c(=O)n3cccc(C)c3nc2s1,-11.7%,-23.5%,-1.3%,3.2%,-6.4%,u,0.9%
CCN(CC)S(=O)(=O)c1nnc(NC(=O)c2ccc(C(C)C)cc2)s1,-15.2%,14.0%,-0.1%,-6.0%,-0.4%,8.6%,1.2%
COc1ccc(NC(=O)CSc2nc3nc(C)c(Cc4ccccc4Cl)c(C)n3n2)cc1OC,-8.1%,u,0.9%,4.1%,1.1%,7.0%,-6.0%
COc1ccc(NC(=O)c2c(C)oc3ccc(O)c(CN4CCN(Cc5ccccc5)CC4)c23)cc1Cl,5.1%,-11.4%,u,3.8%,1.7%,0.8%,-3.4%
COc1cc(C2SC[C@H]3C(=O)N(c4ccccc4)C(=O)N23)cc(OC)c1OC (some centres not stated),-12.4%,2.4%,0.7%,-1.6%,-0.9%,-16.1%,0.4%
CCC(Cc1ccccc1)NC(=O)c1cccc(Nc2nc3ccccc3nc2-n2nc(C)cc2C)c1 (configuration not stated),4.5%,2.9%,-1.3%,-0.6%,3.8%,1.5%,0.2%
Cc1c(C(=O)Nc2ccc(Br)cc2F)oc2ccc(S(=O)(=O)N3CCCCC3)cc12,-4.4%,0.0%,-0.5%,-7.5%,2.8%,32.5%[activator],0.7%
Cc1ccc(Nc2ccc(N3CCN(C(=O)c4ccc([N+](=O)[O-])cc4Cl)CC3)nn2)cc1,30.8%[activator],-14.1%,-3.2%,57.9%[activator],2.2%,-6.8%,-8.3%
COc1cccc(CNC(=O)Cn2nc(C)n3c(cc4cc(C)ccc43)c2=O)c1OC,0.3%,-12.5%,-0.2%,-1.7%,6.1%,-11.4%,-2.4%
CCOC(=O)c1ccc(NC(=O)c2cn(-c3ccccc3)nc2-c2ccc(Br)cc2)cc1,44.5%[activator],-14.8%,-0.4%,2.6%,0.0%,-1.8%,1.0%
CCOc1cccc2cc(-c3cn4c(n3)sc3cc(C)ccc34)c(=O)oc12,-3.5%,0.9%,-2.9%,-11.7%,3.0%,6.6%,-7.3%
COc1ccc(Oc2c(C(F)(F)F)oc3c(CN4CCCC(C)C4)c(O)ccc3c2=O)cc1 (configuration not stated),5.8%,-1.1%,0.3%,-9.2%,0.0%,u,0.5%
CN(C(=O)CSc1nc2ccc(NC(=O)c3ccccc3F)cc2s1)c1ccccc1,u,u,-4.1%,-13.3%,2.7%,-2.8%,1.5%
COc1ccc(CC(=O)NCC(c2cccs2)S(=O)(=O)c2ccc(C)cc2)cc1 (configuration not stated),5.6%,-39.5%,1.2%,-0.5%,-0.2%,-3.1%,1.2%
COc1ccc2c(C)c(CCC(=O)NCCc3ccc(OC)c(OC)c3)c(=O)oc2c1,-4.5%,x,0.0%,-2.8%,-0.2%,x,0.9%
CCCCn1c(=N)n(CCOc2ccccc2OC)c2ccccc21,u,-3.8%,1.3%,-8.7%,7.7%,-2.9%,1.2%
CC(C)(C)c1cc(C(C)(C)C)c2oc(=O)c(-c3nc4ccccc4[nH]3)cc2c1,12.1%,2.3%,-2.4%,-2.4%,3.0%,0.4%,6.0%
O=C(Cn1c(=O)c2ccccc2n(CC(=O)Nc2ccccc2F)c1=O)NCCc1ccccc1,8.7%,-2.2%,0.3%,5.2%,1.9%,2.1%,4.2%

# Single records, from the list above. Order of screens: p53null 39C kill, FH mod, B2AR arrestin ag, p53null 32C kill, GALK inhibitor, NTMT1 inhibitor, TSG101-PTAP inh
# COc1cccc(CNC(=O)Cn2nc(C)n3c(cc4cc(C)ccc43)c2=O)c1OC is listed with 0.3%, -12.5%, -0.2%, -1.7%, 6.1%, -11.4%, -2.4%
# CCOc1cccc2cc(-c3cn4c(n3)sc3cc(C)ccc34)c(=O)oc12 is listed with -3.5%, 0.9%, -2.9%, -11.7%, 3.0%, 6.6%, -7.3%
# COc1ccc(Oc2c(C(F)(F)F)oc3c(CN4CCCC(C)C4)c(O)ccc3c2=O)cc1 (configuration not stated) is listed with 5.8%, -1.1%, 0.3%, -9.2%, 0.0%, u, 0.5%
# CN(C(=O)CSc1nc2ccc(NC(=O)c3ccccc3F)cc2s1)c1ccccc1 is listed with u, u, -4.1%, -13.3%, 2.7%, -2.8%, 1.5%
# COc1ccc(CC(=O)NCC(c2cccs2)S(=O)(=O)c2ccc(C)cc2)cc1 (configuration not stated) is listed with 5.6%, -39.5%, 1.2%, -0.5%, -0.2%, -3.1%, 1.2%

# Carrying on.
SMILES,p53null 39C kill,FH mod,B2AR arrestin ag,p53null 32C kill,GALK inhibitor,NTMT1 inhibitor,TSG101-PTAP inh
Cc1ccc(Cn2c(-c3ccccc3)nc3ccccc32)cc1,u,-12.5%,-3.2%,26.9%,-4.3%,-5.2%,1.0%
CCC(C)NC(=O)CSc1nnc(-c2ccc(C)cc2)c(-c2ccc(C)cc2)n1 (configuration not stated),-1.0%,-7.4%,1.7%,4.6%,-1.5%,-16.1%,-1.2%
COc1cc2c(-c3ccccc3O)nc3c(c(C)nn3-c3ccccc3)c2cc1OC,-12.7%,x,-1.9%,-9.0%,-0.4%,x,-6.6%
COCCc1nn2c(=O)cc(COC(=O)C(c3ccccc3)c3ccccc3)nc2s1,-3.9%,-2.1%,0.5%,4.0%,-1.1%,-0.2%,-4.7%
COC(=O)c1ccc(NC(=O)CCc2c(C)nc3c(c(C)nn3C(C)(C)C)c2C)cc1,-15.2%,-36.6%,-2.9%,53.1%[activator],2.7%,-14.7%,-9.3%
COc1ccccc1NC(=O)Cn1c(=O)n(-c2cccc(Cl)c2)c(=O)c2c1c1cc(C)ccc1n2C,1.1%,1.1%,0.7%,10.1%,-3.5%,-1.5%,-2.8%
COC(=O)c1ccc(NC(=O)CC2C(=O)N(c3ccc(C)cc3)C(=O)N2Cc2ccc(OC)cc2)cc1 (configuration not stated),12.1%,x,0.6%,5.5%,4.0%,x,0.7%
CCOC(=O)N1CCN(Cc2nc3cc(NC(=O)c4ccccc4[N+](=O)[O-])ccc3n2C(C)C)CC1,-3.6%,0.8%,-5.0%,-8.1%,-5.3%,-0.7%,-9.1%
COc1nnc(-c2ccc(N3CCCCC3)c(NC(=O)c3ccccc3)c2)c2ccccc12,-9.0%,-15.0%,0.8%,15.4%,0.0%,3.2%,-1.5%
O=[N+]([O-])c1cc(-c2nc(-c3ccccc3)no2)ccc1N1CCCC1,-15.1%,-0.7%,-3.6%,-17.9%,1.6%,11.9%,-4.0%
Cc1cc(C)cc(N2C(=O)CS(=O)(=O)C23C(=O)N(C)c2ccccc23)c1 (configuration not stated),-11.8%,-6.1%,0.4%,-0.5%,-3.3%,5.4%,-3.7%
COc1ccc(C2CC(=O)c3cc(-c4nc(-c5ccc(C)cc5)cs4)c(=O)[nH]c3C2)cc1 (configuration not stated),-10.5%,-30.3%,0.4%,12.9%,-1.6%,0.0%,18.2%
CCCCCCOc1ccc(C2C(=O)N(C3CCCCC3)CC(=O)N2CCCC)cc1 (configuration not stated),19.9%,-22.8%,-1.0%,23.8%,0.8%,21.1%,-1.8%
COc1cc(C)ccc1OCCSc1nc2ccc(NC(=O)c3cccs3)cc2s1,-23.3%,-14.9%,-3.7%,-2.4%,-0.3%,-20.4%,0.9%
CCOCCc1nn2c(=O)cc(COC(=O)CNC(=O)c3ccc(C(C)(C)C)cc3)nc2s1,-0.2%,-4.0%,0.7%,-16.4%,-1.3%,2.6%,2.5%
COc1cc(NC(=O)Cn2c(SCc3ccc(F)cc3)nc3cccnc32)cc(OC)c1,-11.1%,-13.6%,1.8%,-12.5%,0.6%,-2.3%,2.2%
Cc1cc2c(n1-c1ccc(C(=O)NCC(C)c3ccccc3)cc1)CCCC2 (configuration not stated),-12.2%,5.0%,u,-4.2%,2.3%,-18.9%,0.9%
COc1ccc(N2CC(NC(=O)COc3ccccc3C)CC2=O)cc1OC (configuration not stated),14.7%,-31.5%,-2.8%,-6.4%,1.4%,-5.7%,-1.2%
COc1ccccc1CNC(=O)C1CCCN(C(=O)c2cnn(-c3ccc(F)cc3)c2-n2cccc2)C1 (configuration not stated),2.8%,-4.4%,0.2%,-3.7%,-0.9%,10.6%,-1.8%
CCOC(=O)c1cnc2c(C)c(Cl)ccc2c1NCCc1ccccc1,5.8%,-9.4%,1.1%,-1.8%,-3.4%,-20.0%,-7.4%
Cc1ccc(-c2c(C)n3c4c(=O)n(C)c(=O)n(C)c4nc3n2CCO)cc1,-3.8%,10.0%,0.0%,-4.2%,0.5%,u,-3.2%
CC(=O)c1ccc(N2CCN(c3ncnc4c3cnn4C)CC2)cc1,-3.5%,-10.7%,-0.8%,4.9%,-0.6%,17.9%,-1.9%
Cc1ccc(CNC(=O)CSC2=Nc3ccccc3N=C(c3ccc(F)cc3)C2)cc1,-4.7%,-7.1%,-1.3%,-4.2%,1.4%,-3.9%,-0.3%
N#C/C(=C\c1ccc(-c2cc(Cl)ccc2Cl)o1)C(=O)Nc1ccccc1C(=O)O,16.7%,-18.0%,-0.2%,4.7%,-0.3%,10µM*,-1.3%
CCn1nc(C)c(CCN(C)C(=O)Nc2cc(Cl)c(OC)cc2OC)c1C,-10.0%,-22.1%,1.1%,-2.4%,-0.7%,5.7%,-2.0%
O=C(COCc1cc(-c2cccs2)on1)Nc1cccc(O)c1,-20.5%,2.2%,2.4%,1.8%,0.5%,-11.9%,-0.5%
CCOc1ccc(N(CC)C(=O)c2cc3c(s2)-c2ccccc2OC3)cc1,17.1%,-14.2%,0.6%,10.5%,5.4%,-11.5%,0.1%
Cc1cccc(C(=O)NCC(=O)OCc2cc(=O)n3nc(C4CC4)sc3n2)c1,2.5%,-14.1%,1.2%,-1.4%,1.3%,-5.3%,-0.2%

# Bioassay records as filed in PubChem.
